Source: PubChem
TSHR antag – antagonists of human thyroid stimulating hormone receptor. P16473. TSHR-expressing cells, TSH-stimulated cAMP HTRF, 2 h; stronger effect = lower value. activity change, negative = inhibition, % at 11.5 µM. hit rate 0.2% among 330,000. AID 504810;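 active = activity change below a set negative limit, meaning inhibition stronger than a set level, cut at about -70% in these data; inconclusive = activity change between two set negative limits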; note: % is set by controls: 0 for no effect and ±100 for the full control effect
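Inhibition of cAMP made by TSHR-expressing cells under TSH stimulation (4nM final, EC80; 2 h, 37 deg C) is quantified with a one-step lysis HTRF kit, anti-cAMP cryptate versus cAMP-d2.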
GALK inhibitor – galactokinase (human) inhibition; Potency, µM (doses to about 57.5 µM), inactives show at the highest dose activity change, negative = inhibition, usual class: inhibitors; Purified GALK, Kinase-Glo residual ATP luminescence; hit rate 0.007% among 270,000; P51570; note: potency is the fitted concentration of half-maximal effect; % is set by controls: 0 for no effect and ±100 for the full control effect
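Luminescence from leftover ATP (Ultra-Glo luciferase/luciferin) served as read-out after a 1 h room-temperature reaction of 5 nM GALK with 35 uM ATP and 100 uM galactose.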
USP2a inh – USP2a (human) protease inhibition; O75604; USP2 core, Ub-CHOP2 coupled fluorogenic reporter, 485/531; Potency, µM (highest dose often 38.3 µM), for the others: at the top dose activity change, negative = inhibition, most hits filed as inhibitors; hit rate 0.01% among 330,000;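 note: potency is the fitted concentration of half-maximal effect; plate controls were DMSO wells for no effect and full inhibition by NEM control for full effect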
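Cell-free coupled assay: 10nM USP2 core preincubated 30min RT with compound in Tris-HCl pH 8.0/CaCl2/CHAPS buffer, then 25nM Ub-CHOP2 and 25nM reporter substrate; fluorescence (Ex 485/Em 531) read after 60min RT, normalized to NEM inhibition, concentration-response curves fitted.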
PKM2 act – activators of human pyruvate kinase M2; purified PKM2, Kinase-Glo ATP luminescence, activation; response scale: 0% is enzyme alone, no compound; Potency, µM (series often up to 57.5 µM), for the others: top-dose activation, usual class: activators; hit rate 0.34% among 260,000; note: potency is the fitted concentration of half-maximal effect; % is set by controls: 0 for no effect and ±100 for the full control effect; nearly all actives have a fitted effect of over 55% in size
Target sequence (P14618 whole entry, looked up): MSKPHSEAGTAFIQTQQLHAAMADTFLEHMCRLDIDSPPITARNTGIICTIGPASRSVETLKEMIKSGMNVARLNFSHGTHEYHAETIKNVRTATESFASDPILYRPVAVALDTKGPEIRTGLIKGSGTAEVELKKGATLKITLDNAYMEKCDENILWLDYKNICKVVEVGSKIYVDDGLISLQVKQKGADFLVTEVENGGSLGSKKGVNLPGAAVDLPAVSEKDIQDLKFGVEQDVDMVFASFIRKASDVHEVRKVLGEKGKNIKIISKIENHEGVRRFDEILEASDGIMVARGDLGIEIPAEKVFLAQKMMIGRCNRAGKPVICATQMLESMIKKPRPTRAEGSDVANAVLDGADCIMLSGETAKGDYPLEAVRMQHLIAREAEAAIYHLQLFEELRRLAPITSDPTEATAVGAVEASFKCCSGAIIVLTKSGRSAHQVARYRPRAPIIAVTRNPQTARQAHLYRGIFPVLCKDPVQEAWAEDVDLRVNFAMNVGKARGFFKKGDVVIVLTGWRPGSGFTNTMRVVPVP
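Purified hPK-M2 (>95% pure) converted ADP (0.1 mM final) to ATP with 0.5 mM PEP in 50 mM imidazole pH7.2, KCl, MgCl2, Tween 20, BSA; 1 h at room temperature. ATP detected by Kinase-Glo luminescence.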
Eya2 inh – blocks the phosphatase activity of human Eya2; O00167; recombinant Eya2, OMFP fluorescence dephosphorylation (OMFP is methylfluorescein phosphate); Potency, µM (series often up to 76.9 µM), inactives show at the top dose activity, negative = inhibition, actives largely listed as inhibitors; hit rate 0.006% among 330,000; AID 488837; note: potency is the fitted concentration of half-maximal effect; % is set by controls: 0 for no effect and ±100 for the full control effect
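Eya2 protein (added as 0.2 uM solution) was preincubated with compound for 10 min at ambient temperature in 50 mM HEPES pH 7.5, 50 mM NaCl, 5 uM MgCl2, 0.05% BSA, 1 mM DTT. OMFP (added at 50 uM) then reacted 10 min; fluorescence read at 485/525 nm.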
Chronic BCR inh – chronic active BCR signaling inhibition | hit rate 0.05% among 340,000 | Potency, µM (series often up to 46.1 µM), inactives show at the top dose ratio change, negative = lower green/red ratio, actives largely listed as inhibitors | ABC-DLBCL IkBa-CBG/CBR reporter, luminescence ratio, 4 h; active = well fitted inhibition curve with a large enough effect in the signal ratio, with a control signal flat, not every such curve was filed as active; inconclusive = small, poorly fitted or top-dose-only effect, or effect the other way, or a change in a side signal; the % refers to the signal ratio;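 note: potency is the fitted concentration of half-maximal effect; plate controls were basal doxycycline-induced cells for no effect and cells given 10 µM MG132 for full effect; MG132 reads +100%, hits lower the ratio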
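Concentration-response series (up to 46 uM) were applied to TMD8 dual-reporter cells for 4 h at 37C with doxycycline. Green/red ratio, after filter-overlap correction, defined %Activity; red signal alone was normalised to basal cells and zero luminescence.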
MBNL1 CUG block – inhibitors of human MBNL1 binding to CUG repeat RNA; Potency, µM (series often up to 57.5 µM), without a hit: at the top dose activity change, negative = inhibition, hits mostly inhibitors; hit rate 0.036% among 280,000; Q9NR56; AID 2675; TR-FRET MBNL1-His/biotin-(CUG)12 binding, 665/545 ratio; active = well fitted inhibition curve with a large enough effect in the signal ratio, with a control signal flat, not every such curve was filed as active; inconclusive = small, poorly fitted or top-dose-only effect, or effect the other way, or a change in a side signal; inactive = no such curve, though single readings can be large or run the other way; the % refers to the signal ratio; note: potency is the fitted concentration of half-maximal effect; % is set by controls: 0 for no effect and ±100 for the full control effect
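Ratiometric TR-FRET (665 over 545 nm, excitation 340 nm) tracks disruption of MBNL1-His/biotin-(CUG)12 complex after 60 min at room temperature, with compounds at 92 nM to 58 uM final.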
Menin-MLL TR inh – menin-MLL binding inhibition, Texas Red mutant peptide; Potency, µM (titrated, usually from 61.6 µM), for inactives: top-dose FP activity change, negative = inhibition, hits mostly inhibitors; Menin + Texas Red MLL mutant peptide, fluorescence polarization; AID 1768; hit rate 0.23% among 270,000; O00255; active = well fitted inhibition curve with a large enough effect in the polarisation, with a control signal flat, not every such curve was filed as active; inconclusive = small, poorly fitted or top-dose-only effect, or effect the other way, or a change in a side signal; inactive = no such curve, though single readings can be large or run the other way; the % refers to the polarisation; note: potency is the fitted concentration of half-maximal effect; % of control where 0% means no effect; many of its hits are not listed in these tables
S-ASM inh – blocks human secretory acid sphingomyelinase; P17405; placental ASM, HMU-PC fluorogenic substrate, 60 min; Potency, µM (highest dose often 57.5 µM), for inactives: top-dose activity change, negative = inhibition, usual class: inhibitors; hit rate 0.006% among 340,000; AID 504937; note: potency is the fitted concentration of half-maximal effect
Target sequence (P17405 47-631 limits assumed): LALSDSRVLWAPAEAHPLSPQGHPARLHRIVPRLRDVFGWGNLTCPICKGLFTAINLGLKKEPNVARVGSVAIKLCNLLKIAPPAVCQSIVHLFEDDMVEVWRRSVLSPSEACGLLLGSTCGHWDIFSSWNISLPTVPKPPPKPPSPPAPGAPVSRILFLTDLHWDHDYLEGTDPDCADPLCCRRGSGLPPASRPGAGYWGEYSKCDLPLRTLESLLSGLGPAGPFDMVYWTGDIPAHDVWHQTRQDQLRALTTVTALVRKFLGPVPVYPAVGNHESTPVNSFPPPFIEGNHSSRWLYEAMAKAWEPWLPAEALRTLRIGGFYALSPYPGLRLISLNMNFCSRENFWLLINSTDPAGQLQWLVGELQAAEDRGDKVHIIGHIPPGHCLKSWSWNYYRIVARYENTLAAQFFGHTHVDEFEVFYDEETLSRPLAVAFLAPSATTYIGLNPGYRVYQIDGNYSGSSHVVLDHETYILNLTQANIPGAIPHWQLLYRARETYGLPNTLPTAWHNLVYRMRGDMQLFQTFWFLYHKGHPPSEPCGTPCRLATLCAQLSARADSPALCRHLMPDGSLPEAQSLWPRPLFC
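Fluorescence read-out (Ex 386 nm, Em 447 nm) after stopping the reaction at pH 10. Enzyme: ASM from human placenta; substrate HMU-PC0, 9 uM final; 60 min, 37 °C. Compound preincubation 10 min, ambient temperature.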
hERG WT inh – inhibitors of human wildtype KCNH2 potassium channel. Q12809. U2OS, BacMam KCNH2, thallium flux FluxOr; stronger effect = lower value. activity change, % at 1.84 µM. hit rate 0.37% among 340,000;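 active = maximum activity change below -70%; inconclusive = maximum activity change between -70% and -50%; inactive = maximum activity change above -50%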; note: % is set by controls: 0 for no effect and ±100 for the full control effect
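U2OS cells transduced with wild-type KCNH2 virus are loaded with FluxOr dye for 45 min, and thallium flux is measured in kinetic reads before and after stimulation buffer. Rate constants are normalized to DMSO controls.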
Mito fusion yeast – blocks mitochondrial division or promotes mitochondrial fusion. S. cerevisiae fusion-defective mutant growth rescue, CellTiterGlo 48 h. Potency, µM (top dose mostly 46.1 µM), without a hit: at the highest dose growth rescue (activation), actives largely listed as activators. hit rate 0.23% among 320,000;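 note: potency is the fitted concentration of half-maximal effect; % of control where 0% means no effect; nearly all actives have a fitted effect of over 45% in size; temperature-sensitive fusion mutants such as fzo1-1 at 37 °C on non-fermentable ethanol glycerol medium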
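Luminescent cell viability in 1536-well qHTS format served as the measure of rescued growth in ts fusion-mutant S. cerevisiae cultured on non-fermentable YPEG for 48 hours at 37C.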
Numbers without * were called inactive; ? = inconclusive; nt = no result given; & = joins results of further samples; [ ] = dose if it differs, or a comment. Unless noted, calls come from the whole dose curve; as a rule, active = well fitted curve in the direction sought with a large enough effect; inconclusive = small, poorly fitted or top-dose-only effect, or another doubt; inactive = no such curve, though single readings can be large; an effect the other way counts as inactive or inconclusive.

SMILES | TSHR antag | GALK inhibitor | USP2a inh | PKM2 act | Eya2 inh | Chronic BCR inh | MBNL1 CUG block | Menin-MLL TR inh | S-ASM inh | hERG WT inh | Mito fusion yeast
COc1ccc(C(=O)/C=C/c2ccccc2)c(OC)c1 | -1 | -2% | 2% | 2% | -10% | ? | 1% | ? | 3% | -11 | -8%
Cc1ccc(Cn2nnc3c(=O)n(CC(=O)OCc4ccccc4)cnc32)cc1 | -35 | -3% | 1% | -13% | -10% | ? | -2% | -2% | -2% | -4 | -2%
COc1ccc(NC(=O)CN(C)CC(=O)Nc2cccc(C(C)=O)c2)cc1 | 1 | 3% | 1% | nt | -11% | ? | -7% | -18% | 2% | -2 | 1%
CCOc1ccc(S(=O)(=O)Nc2cc(NS(=O)(=O)c3ccc(OCC)cc3)cc(C(=O)O)c2)cc1 | nt | nt | 0% | nt | 18% | 8% | nt | nt | 0% | 3 | nt
COc1ccc(C)cc1CN1C(=O)c2ccccc2C1=O | 8 | 2% | -1% | nt | -5% | ? | 1% | 3% | -2% | 1 | 27%
C=CCOc1ccccc1/C=C/C(=O)O | 18 | -3% | 3% | 0% | 3% | 2% | -6% | 26% | 4% | 0 | 0%
COc1ccccc1N1CCN(CCN(C(=O)C2CCCCC2)c2ccccn2)CC1 | -17&-4 | nt | 0% | nt | 4%&3% | 11% | nt | ? | -3%&-3% | -3&11 | -37%&-5%[inhibitor]
O=C(COc1ccc(S(=O)(=O)NC2CCCCC2)cc1)N1CCN(c2ccc(F)cc2)CC1 | -8 | 2% | 3% | -16% | -4% | -2% | 12% | -8%[11.7 µM] | 0% | 3 | -1%
CNC(=O)c1cc(S(=O)(=O)NC2CCCCCC2)ccc1C | 18 | 5% | 1% | 2% | 10% | -1% | -6% | 2% | -2% | -12 | -4%
CCOC(=O)Cn1nnc(-c2cccc(OC)c2)n1 | 7 | 1% | -1% | -2% | 2% | ? | 10% | -2% | -1% | 3 | -5%
Cc1ccc(-c2ccc(OC(=O)c3ccc(=O)[nH]c3)c(C)c2)cc1 | -13 | 0% | 0% | nt | ? | ? | 2% | -17% | -15% | -4 | 32%
CC(C)N(Cc1nc(-c2ccccc2)no1)C(=O)CN1C(=O)c2ccccc2C1=O | 1 | -4% | 3% | 4% | -19% | -13% | 22% | 5% | -2% | -1 | 9%
COc1cc(C(=O)Oc2cccc(C)c2)cc(OC)c1OC | -10 | -1% | -6% | 0% | 3% | -3% | 3% | 15% | 0% | -6 | 8%
COc1ccc(-c2cccc(NS(=O)(=O)c3ccccc3[N+](=O)[O-])c2)nn1 | -7 | nt | -7% | nt | 2% | 1% | nt | nt | -2% | -8 | 0%
CCNc1nc(NC(C)C)nc(OCCOC(=O)Nc2ccccc2)n1 | 3 | -3% | -2% | -2% | 0% | -16% | 2% | 10% | 0% | 4 | -1%
CC(=O)NCCCC(=O)NC(CCC(=O)OCc1ccccc1)C(=O)OCc1ccccc1 (stereo not drawn) | -33 | -2% | 5% | -8% | -18% | 2% | 3% | -4% | 2% | 7 | -8%
CC(=O)Nc1cc(NC(C)=O)cc(C(=O)OCC(=O)c2ccc3c(c2)OCO3)c1 | nt | nt | 0% | nt | -13% | -13% | nt | nt | 0% | 9 | 9%
COc1cc(/C=C2\NC(=S)NC2=O)ccc1OCc1cccc(C(=O)O)c1 | 9 | 3% | -2% | nt | -1% | ? | ? | 8% | 13% | -10 | 3%
CCC(=O)Nc1ccc2nc(SCC(=O)N3CCCC3)sc2c1 | -11 | 3% | 3% | -1% | 2% | -2% | -1% | -28% | 0% | -5 | -9%
CCOc1ccc(OCc2ccc(C(=O)N3CCCC3)o2)cc1 | 2 | 0% | -1% | 5% | -8% | ? | -21% | -12% | 3% | 18 | 3%
CC1CCCCC1NC(=O)/C(C#N)=C/c1ccc(OCC(N)=O)cc1 (stereo not drawn) | -1 | -3% | 2% | -7% | -3% | -9% | -2% | -15% | 1% | -10 | 5%
COC(=O)c1ccc(/C=C/C(=O)OCC(=O)Nc2cc(C)on2)cc1 | -6 | nt | 1% | nt | 0% | 0% | nt | nt | -1% | 0 | nt
Cc1nn(-c2ncc(C(F)(F)F)cc2Cl)c(=O)n1-c1c(F)cccc1F | 5 | 1% | 0% | 4% | -9% | ? | -2% | 10% | 0% | -8 | 9%
O=C(NCCO)c1ccc2nc(-c3ccco3)c(-c3ccco3)nc2c1 | 4 | 1% | 4% | 11% | 4% | 25% | ? | ? | 300%[activator] | -1 | -2%
COC(=O)Cn1ncn2c(cc3oc(C)cc32)c1=O | -5 | 2% | 3% | 8% | 0% | 3% | 19% | -1% | 0% | -1 | -3%
Cc1cccc(NS(=O)(=O)c2ccc(-c3cnc(C4CC4)o3)cc2)c1C | 11 | -11% | -6% | nt | -2% | ? | -1% | nt | -21% | nt | -27%
Cc1cc(C)n(-c2ccc(NC(=O)C3CCCCN3C(=O)c3occc3C)cc2)n1 (stereo not drawn) | 1 | -3% | 0% | 1% | 12% | -1% | -1% | nt | 4% | -13 | 1%
Cc1cc(C)n2cc(CSCc3ccco3)nc2n1 | 3 | 1% | 2% | -1% | 3% | ? | ? | 5% | 1% | 0 | -11%
CCCNC(=O)CCNC(=O)[C@H](O)C(C)(C)CO | -10 | nt | 0% | nt | -18% | 4% | nt | nt | 6% | 0 | nt
O=C(O)COc1ccccc1/C=N/NC(=O)CN1CCN(Cc2ccccc2Cl)CC1 | 3 | 1% | 0% | -2% | 7% | ? | -4% | nt | 1% | -8 | 2%
CC(C)(C)c1csc(NC(=O)c2ccc(Br)o2)n1 | -14 | 5% | 1% | 2% | 0% | ? | -2% | nt | -1% | 3 | -1%
COc1cccc(N2CCN(Cc3nc(N)nc(Nc4ccccc4)n3)CC2)c1 | 1 | -3% | -1% | 15% | -2% | -12% | -3% | 4% | -4% | 16 | 0%
CCN(CC)CCCNC(=S)N1CCN(c2nc(-c3ccc(F)cc3)cs2)CC1 | 31 | -2% | 0% | -2% | -14% | ? | 1% | 16% | -4% | 43 | -6%
Nc1ccccc1C(=O)Nc1cccc2ccccc12 | 3 | 1% | -1% | 10% | -3% | -16% | 8% | 12% | 9% | -10 | 0%
O=C(CNC(=O)c1ccco1)Nc1ccc2c(c1)OCCO2 | 2 | nt | 0% | nt | -1% | 5% | nt | nt | -11% | -3 | -1%
COc1ccc(S(=O)(=O)Nc2ccc3c(c2)OCO3)cc1C | 2 | -1% | 0% | 20% | -1% | -11% | -1% | -1% | -2% | 2 | 1%
CN(CCC#N)C(=O)CSc1nc2scc(-c3ccccc3)c2c(=O)[nH]1 | -8 | 0% | 0% | -9% | -3% | 6% | -6% | -1% | 3% | -8 | -1%
COc1ccc(-c2n[nH]c(C)c2-c2ccc(OC)c(OC)c2)c(O)c1 | 6 | 6% | -10% | 1% | -4% | -5% | -11% | 8% | -6% | 4 | 7%
Cc1cc(Nc2ccccc2)nc2cc(O)ccc12 | 19 | nt | -1% | 0% | -3% | ? | 3% | -1% | 180%[activator] | -7 | -7%
Nc1c(S(=O)(=O)c2cccc(Cl)c2)c2nc3ccccc3nc2n1/N=C/c1ccc(O)c(O)c1 | 17 | 3% | ? | ? | -23% | ? | -12% | ? | nt | nt | 5%
CC(=O)N1CCC(C(=O)Nc2ccc(S(=O)(=O)N3CCCCC3)cc2)CC1 | -7 | 3% | 2% | -1% | -2% | -4% | -5% | nt | nt | 5 | -2%
Cn1nnnc1P(=O)(c1ccccc1)c1ccccc1 | 5 | 4% | 0% | 0% | 19% | 1% | -5% | 8% | 6% | -12 | 2%
C#CC(C)(C)NC(=O)c1ccc(-c2ccccc2F)cc1 | -8 | 4% | -2% | ? | 0% | -25% | 4% | nt | -1% | 0 | 2%
COc1ccc2[nH]c3c(c2c1)CCNC3(C)CCc1ccc(Cl)nc1 (stereo not drawn) | 3 | 0% | 5% | nt | 10% | ? | -3% | -24% | 3% | 24 | -9%
O=C(NCCCNC(=O)c1ccc(Cl)cc1Cl)c1cnccn1 | 2 | 0% | 0% | nt | 1% | 0% | 1% | nt | -3% | -21 | 18%

These rows are one share of the data; count on the stated rates, not on these rows.
